Compound activity from PubChem BioAssay.
MITF primary: inhibitors of human MITF; O75030; AlphaScreen MITF homodimerization, bead proximity signal; inhibition, % at 2.6 µM; hit rate 0.91% among 650,000; AID 1259374; in the data active means inhibition above about 50%;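 further: 0% = vehicle wells with protein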
Target sequence (O75030 whole entry, looked up): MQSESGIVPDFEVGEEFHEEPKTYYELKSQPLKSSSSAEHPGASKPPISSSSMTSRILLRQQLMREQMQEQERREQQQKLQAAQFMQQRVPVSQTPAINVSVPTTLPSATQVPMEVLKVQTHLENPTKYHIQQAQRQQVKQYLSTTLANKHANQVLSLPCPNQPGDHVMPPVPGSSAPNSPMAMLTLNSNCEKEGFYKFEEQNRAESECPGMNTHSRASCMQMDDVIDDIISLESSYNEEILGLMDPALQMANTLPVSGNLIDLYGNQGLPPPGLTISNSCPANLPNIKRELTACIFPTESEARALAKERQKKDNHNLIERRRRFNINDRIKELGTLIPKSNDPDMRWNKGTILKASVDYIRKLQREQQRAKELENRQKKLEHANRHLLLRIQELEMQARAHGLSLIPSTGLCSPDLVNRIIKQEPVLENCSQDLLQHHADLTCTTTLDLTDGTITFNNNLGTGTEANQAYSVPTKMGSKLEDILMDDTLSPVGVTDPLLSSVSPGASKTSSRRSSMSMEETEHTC
TEAD-YAP inh: TEAD-YAP interaction inhibition; HEK-TIYL cells, TEAD-Gal4/YAP UAS-luciferase luminescence; inhibition, % at 9.12 µM; hit rate 1.4% among 640,000; in the data active means inhibition above about 32%;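 further: 0% = median of test compound wells and 100% = reference inhibitor wells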
FBW7 act: human FBW7 E3 ligase activation, primary screen | Q969H0 | AlphaScreen FBW7–phospho-cyclin E peptide binding, activator screen | normalized activity (activation), % at 26.1 µM | hit rate 0.13% among 650,000 | AID 1259310; in the data active means normalized activity above about 1.9%;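 further: purified mutant Fbw7 with reduced substrate affinity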
GPR151 activ: human GPR151 activation | Q8TDV0 | PathHunter beta-arrestin GPR151 cells, luminescence | activation, % at 11.2 µM | hit rate 1% among 650,000 | AID 1508602; in the data active means activation above about 4.9%;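 further: 0% = median of compound wells and 100% = cells with positive control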
Target sequence (Q8TDV0 whole entry, looked up): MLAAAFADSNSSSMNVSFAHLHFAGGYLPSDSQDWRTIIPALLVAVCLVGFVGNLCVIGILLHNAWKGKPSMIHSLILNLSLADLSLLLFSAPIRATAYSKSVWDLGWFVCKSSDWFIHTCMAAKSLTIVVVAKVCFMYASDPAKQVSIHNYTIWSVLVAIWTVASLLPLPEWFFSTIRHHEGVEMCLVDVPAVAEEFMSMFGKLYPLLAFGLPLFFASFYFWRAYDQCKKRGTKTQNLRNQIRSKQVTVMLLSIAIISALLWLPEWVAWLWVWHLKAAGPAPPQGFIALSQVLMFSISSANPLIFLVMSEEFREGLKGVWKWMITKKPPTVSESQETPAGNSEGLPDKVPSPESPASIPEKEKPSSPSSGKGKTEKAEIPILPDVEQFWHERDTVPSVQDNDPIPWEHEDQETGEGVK
Active calls of the source: *; & = joins results of further samples. The order is random. Share with any hit: about 3.5%.

SMILES	MITF primary	TEAD-YAP inh	FBW7 act	GPR151 activ
Cc1nn(C)c(C(=O)NNC(=S)NCc2ccco2)c1Br	7	9	0.0	2.7
CC(C)(C)C(=O)CSc1nc2sc3c(c2c(=O)n1-c1ccc(OC(F)F)cc1)CCC3	19	5	0.5	-0.9
O=[N+]([O-])c1ccc2c(c1)C(N1CCOCC1)/C(=C\COc1ccc3ccccc3c1Br)O2 (centres undefined)	6	0	-0.4	-1.1
COC(=O)C(C)NC(=O)c1ccc([N+](=O)[O-])cc1 (centres undefined)	-7	2	-0.1	0.7
O=C(CN1CCN(c2ccccn2)CC1)Nc1ccc(I)cc1	15	5	0.4	0.4
O=[N+]([O-])c1ccc(OCCCN2CCCC2)cc1	43	-1	-0.3	3.1
CCCc1cc(=O)oc2cc(O)cc(O)c12	-2	7	-0.1	-0.8
COCCNC(=O)CSc1nc2ccccc2c(=O)n1CCC(=O)N1CCCCC1	0	-5	0.1	-2.4
CCOC(=O)C1C(=O)CC(C)(O)C(C(=O)OCC)C1C#Cc1ccccc1 (centres undefined)	16	4	0.4	0.2
Cc1cc(NCCN2CCOCC2)nc(N2CCOCC2)n1	-7	-5	0.0	-1.3
COCCOCCCN1CCC2(CC1)NC(=O)Cc1ccccc12	12	7	0.1	-0.6
COc1ccc(-c2cc(-c3ccccc3)nc(OCCOc3ccccc3)c2C#N)cc1	13	-16	0.5	-0.3
CCN(CC)S(=O)(=O)c1cc(C(=O)OCC(=O)c2ccccc2)c(Cl)cc1Cl	3	3	0.0	0.0
CCCN(CCC)P1(=O)C=C(c2ccccc2)OC(c2ccccc2)=C1	7	5	-0.1	-0.1
COc1cc(CNCc2ccc3ccccc3c2)cc(OC)c1	11	10	-0.2	-0.1
Cc1ccc(O)c(C(=O)CC(=O)c2ccc(Cl)cc2)c1	-1	-44	-0.1	0.9
COC(=O)C1C(=O)NC(SC)=C(C#N)C1c1ccccc1[N+](=O)[O-] (centres undefined)	1	1	0.1	0.6
Cc1cn2c3ccccc3n(Cc3ccccc3C)c2n1	-3	-12	-0.2	0.2
CCCCC1=NN2C(=N)/C(=C/c3ccco3)C(=O)N=C2S1	2	4	0.0	0.6
C/C(=N\NC(=O)CCC(=O)Nc1ccccc1C)c1ccc(F)cc1	9	8	0.0	0.2
CCCCc1nc(C(N)=O)c2[nH]c(=O)n(CC3CCCO3)c2n1 (centres undefined)	-7	-5	-0.2	-1.1
COc1ccc(Cl)cc1NC(=O)c1cc2c(ccc3ccccc32)oc1=O	-1	0	0.0	-1.3
COc1ccc(C(=O)Nc2ccccc2N2CCOCC2)cc1S(=O)(=O)N1CCCC1	13	1	0.2	-0.5
CCOC(=O)c1c(NC(=O)/C(C#N)=C/c2ccccc2O)sc(C)c1C	-3	2	0.0	1.3
CCOC(=O)C1CCN(Cc2nnnn2CCc2ccccc2)CC1	13	1	-0.1	-0.9
CN(C)CCNC(=O)c1ccc2c(c1)CC(c1nc3ccc(-c4ccnc(N)n4)cc3[nH]1)CO2 (centres undefined)	38	-2	0.3	-0.7
Cc1sc(NC(=O)COc2ccccc2[N+](=O)[O-])nc1-c1ccccc1	11	4	-0.1	1.3
CCC1C(=O)NCCN1C(=O)c1cc(COc2cc(C)ccc2C)on1 (centres undefined)	9	1	-0.1	-0.5
O=C(Nc1cccc(NC(=O)c2sc3ccccc3c2Cl)c1)c1ccco1	2	2	0.0	-1.2
O=C(CN1CCC(c2nc3ccccc3[nH]2)CC1)Nc1cccc(F)c1	-7	-6	-0.1	0.7
CC(NC(=O)C1CC(Cc2ccc(F)cc2)=NO1)C12CC3CC(CC(O)(C3)C1)C2 (centres undefined)	3	5	-0.1	-0.2
O=C(CCN1C(=O)C2CC=CCC2C1=O)N1CCN(c2ccccc2)CC1 (centres undefined)	-3	-6	-0.1	-0.4
Cc1cccc(NC(=O)c2sc3nc(C)nc(N4CCN(c5ccccn5)CC4)c3c2C)n1	16	-4	-0.5	-0.6
Cc1nnc2nnc3c4ccccc4ccc3n12	0	-33	0.4	-3.3
CSc1nc2ccc(NC(=O)CS(=O)(=O)c3ccc(F)cc3)cc2s1	9	-14	-0.1	-1.8
O=C(NC1CCN(S(=O)(=O)c2ccccc2F)CC1)C1CCCCC1	15	1	0.0	0.5
O=[N+]([O-])c1ccc(SC(F)F)cc1	13	9	0.2	0.9
CCCc1nnc(NC(=O)CC(NC(=O)C(F)(F)F)c2ccccc2)s1 (centres undefined)	11	11	-0.2	0.5
Nc1cc(Br)cc2cccnc12	8	9	0.2	-0.8
CC(CCc1ccccc1)NC(=O)Cn1ncc2c3ccccc3n(C)c2c1=O (centres undefined)	-19	-11	0.2	2.0
CCCCCCc1cc2cc(C(N)=O)c(=Nc3ccc(Br)cc3)oc2cc1O	-12	-4	0.0	0.8
COc1ccc(N2C(=O)CSC2c2ccc3c(c2)OCO3)cc1 (centres undefined)	-9	-8	0.0	-1.0
Nc1ccc2nc(-c3ccc(Cl)cc3)oc2c1	15	-22	0.3	-4.7
O=C(O)C1CCN(C2CC(=O)N(c3cccc(Br)c3)C2=O)CC1 (centres undefined)	1	-5	0.0	2.8
COc1ccc(N(CC(=O)Nc2cccc(OC)c2)S(=O)(=O)c2c(C)noc2C)cc1	12	2	0.0	1.3
CCOC(=O)[C@H](Cc1ccccc1)NC(=O)CCCCCN1C(=O)c2ccccc2C1=O	-5	-11	0.0	-1.8
Cc1ccc(S(=O)(=O)NCC(c2ccco2)S(=O)(=O)c2ccc(Cl)cc2)cc1 (centres undefined)	6	8	0.1	-0.6
Nc1c(Cl)cc(Cl)cc1C(=O)OCC(=O)Nc1ncc(Cl)cc1Cl	9	2	0.2	0.8
Cc1ncc(-c2ccncc2)c(C2CCCN(C(=O)Cc3ccc4c(c3)OCO4)C2)n1 (centres undefined)	16	-17	0.2	1.3
CCN(CC)S(=O)(=O)c1ccc(NC(=S)Nc2ccc(F)cc2)cc1	16&21	1&-3	0.4&-0.1	-3.8&-1.3
New compounds follow:
SMILES	MITF primary	TEAD-YAP inh	FBW7 act	GPR151 activ
COc1ccc(OCc2cc(C(=O)N3CCCCC3CCO)no2)c(Cl)c1 (centres undefined)	-3	-64	0.1	1.3
CCCCC1=NN2C(=N)/C(=C/c3ccc(OCCOc4ccc(Cl)c(C)c4)cc3)C(=O)N=C2S1	2	-3	0.0	0.0
CC(C)(C)n1c(-c2ccccc2)csc1=NCc1ccncc1	8	-7	-0.1	-0.4
C=CCNc1nc(Cl)nc(NC2CCCCC2)n1	-6	-20	0.0	-1.2
COc1cc(OC)c(OC)cc1CN1CCN(CC2CCCCC2)C(CCO)C1 (centres undefined)	-2	-8	-0.1	-0.5
CC(=O)N1CCC(c2nc(C)ncc2-c2cc(C)no2)CC1	13	12	0.1	-0.8
CC1=C(C(=O)Nc2ccc(F)cc2F)C2(CCCCC2)OC1=O	-1	15	0.5	1.9
COc1cc(OC)nc(CSCCNC(=O)c2c(F)cccc2F)n1	15	4	0.6	-1.2
Cc1nn(C)c(C)c1-c1ncc(C(=O)NCCN2CCOCC2)s1	17	-1	0.4	-1.3
Cc1ccc(NC(=O)Cn2cnc3sc(C)c(S(=O)(=O)N4CCCCC4)c3c2=O)c(Br)c1	6	1	-0.1	0.4
C=CCOC(=O)C1=C(C)NC(=S)NC1/C=C/c1ccccc1 (centres undefined)	-1	-2	0.0	-0.7
O=C(NC1CCCCCC1)C1=CCN(S(=O)(=O)c2ccc(Br)cc2)CC1	3	3	-0.2	-0.5
Cc1cc(C)c(NC(=O)CSc2nc(N)c(NC(=O)c3ccco3)c(=O)[nH]2)c(C)c1	10	0	0.2	1.6
COc1ccc(S(=O)(=O)N(CCc2ccccc2)CC(=O)Nc2cc(C)cc(C)c2)cc1	-18	-1	0.1	0.7
CN1CCN(C(=O)c2ccc(CS(=O)Cc3ccccc3Cl)o2)CC1 (centres undefined)	-17	-1	0.0	0.2
Cc1ccccc1C(=O)N1CCC(n2nnc3cc(F)ccc32)CC1	6	4	0.0	-0.6
Cc1ccc(S(=O)(=O)N(c2ccccc2)C(F)F)cc1	-24	-5	0.1	0.6
COC(=O)C(CO)NC(=O)C(NC(=O)OCc1ccccc1)C(C)O (centres undefined)	-7	-14	0.0	1.2
CCCNc1cc(C)nc(Nc2ccccc2)n1	8	-23	0.0	14*
CCOC(=O)Cc1csc(NC(=O)CSc2nnc(C(C)C)n2CC)n1	-1	1	0.0	1.4

Taken from the entries so far (12 entries):
SMILES	MITF primary	TEAD-YAP inh	FBW7 act	GPR151 activ
COc1cc(OC)nc(CSCCNC(=O)c2c(F)cccc2F)n1	15	4	0.6	-1.2
Cc1nn(C)c(C)c1-c1ncc(C(=O)NCCN2CCOCC2)s1	17	-1	0.4	-1.3
Cc1ccc(NC(=O)Cn2cnc3sc(C)c(S(=O)(=O)N4CCCCC4)c3c2=O)c(Br)c1	6	1	-0.1	0.4
C=CCOC(=O)C1=C(C)NC(=S)NC1/C=C/c1ccccc1 (centres undefined)	-1	-2	0.0	-0.7
O=C(NC1CCCCCC1)C1=CCN(S(=O)(=O)c2ccc(Br)cc2)CC1	3	3	-0.2	-0.5
Cc1cc(C)c(NC(=O)CSc2nc(N)c(NC(=O)c3ccco3)c(=O)[nH]2)c(C)c1	10	0	0.2	1.6
COc1ccc(S(=O)(=O)N(CCc2ccccc2)CC(=O)Nc2cc(C)cc(C)c2)cc1	-18	-1	0.1	0.7
CN1CCN(C(=O)c2ccc(CS(=O)Cc3ccccc3Cl)o2)CC1 (centres undefined)	-17	-1	0.0	0.2
Cc1ccccc1C(=O)N1CCC(n2nnc3cc(F)ccc32)CC1	6	4	0.0	-0.6
Cc1ccc(S(=O)(=O)N(c2ccccc2)C(F)F)cc1	-24	-5	0.1	0.6
COC(=O)C(CO)NC(=O)C(NC(=O)OCc1ccccc1)C(C)O (centres undefined)	-7	-14	0.0	1.2
CCCNc1cc(C)nc(Nc2ccccc2)n1	8	-23	0.0	14*

Carrying on.
SMILES	MITF primary	TEAD-YAP inh	FBW7 act	GPR151 activ
CC1Sc2cc(S(=O)(=O)CCC(=O)NCc3ccc(F)cc3)ccc2NC1=O (centres undefined)	1	5	-0.2	-1.1
CCn1c(-c2ccccc2Br)n[nH]c1=S	-3	2	-0.2	2.6
CC1CCCc2sc3ncn(N)c(=N)c3c21 (centres undefined)	-19	12	0.1	0.6
COc1ccc(/C=C/C2=NC(=C\c3cc(OC)ccc3OC)/C(=O)O2)cc1	-2	4	0.0	-2.1
CC(C)n1cnc2c(NCCc3ccc(O)cc3)nc(Nc3ccncc3)nc21	-1	28	0.0	-1.1
O=C(O)c1ccc(-c2nc(-c3ccccc3)c(-c3ccc(C(=O)c4ccccc4)cc3)[nH]2)cc1	5	1	-0.1	-0.2
COC(=O)CN(c1cccc(OC)c1)S(=O)(=O)c1ccc(Cl)cc1	3	17	0.0	2.3
CCN(C(=O)C1CCN(c2nc(-c3ccc(OC)cc3)no2)CC1)c1ccc(F)cc1	-2	12	-0.2	-0.5
O=c1[nH]c(O)c(/C=C2\C=Nc3ccc(Br)cc32)c(=O)[nH]1	-1	1	-0.5	1.9
Nc1sc2c(c1-c1nc(-c3ccc(Br)cc3)cs1)CCCC2	-12	8	-0.1	-0.3
CNC(=O)c1ccccc1Nc1cc(Nc2ccc(C(=O)N(C)C)cc2OC)ncc1C(F)(F)F	3	57*	-0.1	-0.9
CCOC(=O)C1CCCN(C(=O)Cn2c3ccccc3c3nc(=O)cc(C)n32)C1 (centres undefined)	5	6	0.6	0.5
COc1ccc([N+](=O)[O-])cc1N(CC(O)CN(CC(C)C)CC(C)C)S(=O)(=O)c1ccccc1 (centres undefined)	2	-1	-0.1	0.2
COCC1CCCN(C(=O)CCC2(Cc3ccc4ccccc4c3)CCC(=O)N2)C1 (centres undefined)	7	16	-0.1	-1.1
Cc1cc(Br)ccc1OCC(=O)Nc1cc([N+](=O)[O-])ccc1F	21	-30	0.2	-0.9
CCCN1CCC2(CC1)NC(=O)N(CC(=O)NCCc1ccccc1)C2=O	10	4	0.0	-1.8
COCCOC(=O)C1=C(C)NC(=O)NC1c1ccc(C)s1 (centres undefined)	1	-1	0.0	2.2
CC(C)c1ccc(NC(=O)C2C3C=CC4(O3)C2C(=O)N(CCN2CCOCC2)C4C(=O)NC2CCCCC2C)cc1 (centres undefined)	12	-1	0.0	-0.2
Cc1ccc2nc(-c3ccc(Br)cc3)cc(C(=O)Nc3ccccc3C)c2c1	-7	0	0.1	-0.8
C=C(C)CN(CC)C(=O)C1CC(=O)c2sc(NC(=O)c3ccsc3)nc2C1 (centres undefined)	-8	-7	0.5	0.2
COC(=O)c1c(OCc2ccccn2)cc(=O)n2c1CCN(C(=O)C1CC=CCC1)CC2 (centres undefined)	0	-16	-0.2	0.7
O=C(OC1CCCC1=O)c1ccc(S(=O)(=O)N2CCCCC2)cc1 (centres undefined)	74*	-7	-0.1	-0.5
COC(=O)C1=C(C)NC2=C(C(=O)CC(c3ccc(Cl)cc3)C2)C1c1cc(Br)c(O)c(OC)c1 (centres undefined)	2	-1	0.0	0.8
Cc1cc(NC(=O)CSc2nc3ccc(N4CCOCC4)cc3c(=O)n2Cc2ccccc2)n[nH]1	8	-20	0.3	-0.8
COc1ccc(Cl)cc1NC(=O)CN(C)C(=O)C1COc2ccccc2O1 (centres undefined)	0	2	-0.1	0.6
O=C(c1ccc(Cn2c(=S)[nH]c3ccc(Br)cc3c2=O)cc1)N1CCC(O)(c2cccc(C(F)(F)F)c2)CC1	-8	-1	0.1	0.9
